S3 lipid droplet: qHTS Assay for Lipid Storage Modulators in Drosophila S3 Cells; Potency in µM for hits, for the others lipid storage change, negative = inhibition, % at the top dose, mostly 46.1 µM; 320,000 compounds, 0.64% hits; Drosophila S3 cells, BODIPY lipid droplet fluorescence, 18-24 h; cells fed with added oleic acid; active = well fitted inhibition curve with a large enough effect in the signal ratio, with a control signal flat, not every such curve was filed as active; inconclusive = small, poorly fitted or top-dose-only effect, or effect the other way, or a change in a side signal; the % refers to the signal ratio
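Drosophila S3 cells loaded with oleic acid (400 uM, as added) and compounds at several concentrations; lipid droplets imaged by 488-nm laser-scanning cytometry, 500–530 nm intensity and object ratio to cell channel. Percent activity normalized to 20 uM Triacsin C.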
S3 lipid droplet cell count max: also measured in S3 lipid droplet; calls as there; cell number change, %; measured here: cell count max response;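 cells counted by Cell Tracker Red CMTPX staining in the red channel; peak over a dose series mostly up to 46.1 µM; percent activity relative to internal control wells on each plate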
Active calls of the source: *; i = inactive; ? = inconclusive; · = no result given; [ ] = remark or other dose. % is set by controls: 0 for no effect and ±100 for the full control effect; potency is the fitted concentration of half-maximal effect. A portion of the library; rates above refer to the full screens.

Start of the listing, in advance:
Below each compound: S3 lipid droplet cell count max | S3 lipid droplet
> COc1cccc2c1OCC/C2=N\NC(=O)C(C)Oc1ccc([N+](=O)[O-])cc1 (configuration not stated)
 : 15.8 | 3.2%
> CC(=O)Nc1ccc(-c2csc(Nc3cc(C)ccn3)n2)cc1
 : · | ?
> CCCCn1c(SCC(=O)Nc2ccc(OC)cc2)nc2ccc(N3CCOCC3)cc2c1=O
 : · | ?

Results, from the start:
Below each compound: S3 lipid droplet cell count max | S3 lipid droplet
> COc1cccc2c1OCC/C2=N\NC(=O)C(C)Oc1ccc([N+](=O)[O-])cc1 (configuration not stated)
 : 15.8 | 3.2%
> CC(=O)Nc1ccc(-c2csc(Nc3cc(C)ccn3)n2)cc1
 : · | ?
> CCCCn1c(SCC(=O)Nc2ccc(OC)cc2)nc2ccc(N3CCOCC3)cc2c1=O
 : · | ?
> Cc1ccc(CNC(=O)Nc2ccccc2)cc1
 : -10.6 | i
> O=C(c1ccccn1)N1CCN(S(=O)(=O)c2cccc(Br)c2)CC1
 : · | ?
> COc1cccc(CN2CC(C(=O)NCCCc3ccc(C)cc3)CCC2=O)c1 (configuration not stated)
 : · | ?
> COc1cc(F)ccc1CN1CCC(C(=O)Nc2ccc(Oc3ccccc3)nc2)CC1
 : -11.3 | i
> CN(CC(=O)Nc1cccc(F)c1)C(=O)Cn1cnc2c1c(=O)n(C)c(=O)n2C
 : · | ?
> CC1CC(C)CN(CCCNC(=O)CN2C(=O)CSc3ccc(S(=O)(=O)N4CCCCC4)cc32)C1 (configuration not stated)
 : 7.9 | -12.3%
> CC(C)(C)C(=O)Nc1ccccc1N1CCN(C(=O)c2ccc(Cl)cc2)CC1
 : · | ?
> COc1ccc(-c2cc(=O)c3cc(OC)ccc3[nH]2)cc1
 : -0.2 | 20.7%
> CCOc1ccc(-n2c(=O)c3c4c(sc3n(CC(=O)NCc3ccco3)c2=O)CCC4)cc1
 : · | ?
> O=C(Cc1cccc2ccccc12)OCn1nnc2ccccc2c1=O
 : · | ?
> Cc1cc(C)n(-c2nc(NCCN(C)C)c3c4c(sc3n2)CCCC4)n1
 : · | ?
> O=C(/C=C/c1ccc(Cl)c([N+](=O)[O-])c1)Nc1cccc(NC(=O)c2ccco2)c1
 : · | ?
> O=C(NCCC(=O)N1CCN(S(=O)(=O)c2ccccc2F)CC1)Nc1ccccc1
 : -10.7 | i
> C#CCOCCOCCOCCNc1nc(N2CCN(C(=O)CCCCCCCCCCNC(=O)[C@H](CO)n3cc(CCCSC)nn3)CC2)nc(N2CCN(C(=O)CCCCCCCCCCNC(=O)[C@H](CCCCN)n3cc(C[C@@H](C)CC)nn3)CC2)n1
 : · | ?
> CCOC(=O)CNC(=O)C(CC(C)C)NC(=O)C1CCCCC1 (configuration not stated)
 : 19.8 | i
> Cc1ccc(S(=O)(=O)N2CCCCC2)cc1NC(=O)CCCOc1ccccc1
 : · | ?
> COc1ccc(-c2nnc(SC3CCOC3=O)n2C2CCCCC2)cc1OC (configuration not stated)
 : · | ?
> CC(C)CCNC(=O)C1CCC(CNS(=O)(=O)c2cccc3nsnc23)CC1 (configuration not stated)
 : · | ?
> COc1ccc(Br)cc1C(=O)Nc1cccc(C)c1
 : · | ?
> O=C(CNC(=O)c1ccccc1C(F)(F)F)N/N=C/c1cccs1
 : · | ?
> COc1ccc(OCCCC(=O)N(C)CC(=O)Nc2c(C)cccc2C)cc1
 : · | ?
> Cc1ccc(-c2ccc(CCC(=O)O)n2-c2cccc(O)c2)cc1
 : · | ?
> CC(C)CNC1CS(=O)(=O)CC1O (configuration not stated)
 : · | ?
> Cc1cccc(C(=O)O)c1NC(=O)Cc1cccc2ccccc12
 : · | ?
> Cc1nc(C2COc3ccccc3O2)sc1C(=O)O (configuration not stated)
 : 18.1 | 2.6%
> COc1ccc(NC(=O)CSc2nnc(COc3ccccc3)n2Cc2ccco2)cc1OC
 : · | ?
> CCOc1ccc(CCNC(=O)c2nnn(CC(=O)Nc3c(C)cc(C)cc3C)c2N)cc1OCC
 : 23.4 | i
> CCOc1ccccc1CNC(=O)CCNC(=O)Cn1ccc2ccccc2c1=O
 : -1.9 | -144.1%
> CSc1ccccc1NC(=O)Cc1ccc(Br)cc1
 : 20.1 | 11.3%
> CCC(C)N1CC23C=CC(O2)C(C(=O)OC)C3C1=O (configuration not stated)
 : · | ?
> O=C(Nc1ccc(F)cc1)c1cccc(N2C(=O)C3C4CCC(C4)C3C2=O)c1 (configuration not stated)
 : -3.0 | -0.8%
> COc1ccccc1CNC(=O)CSc1nc2ccccc2c(=O)n1CCCN1CCOCC1
 : · | ?
> CC(=O)OCC1(C)CN(c2ccccc2)NC1=O (configuration not stated)
 : · | 9.3%
> CCn1cc(S(=O)(=O)CC(=O)Nc2ccc3c(c2)OCCO3)c2ccccc21
 : -2.4 | 7.4%
> O=C(NC(Cc1ccccc1)C(=O)N1CCCCCC1)c1ccccc1 (configuration not stated)
 : · | ?
> O=C(NC(=S)NCc1ccccc1)c1ccc2c(c1)OCO2
 : -0.8 | 11.9%
> CCCc1nn2c(=O)cc(COc3cccc(NC(=O)c4ccco4)c3)nc2s1
 : · | ?
> CC1CCN(C(=O)Cn2ncc3c([nH]c4ccccc43)c2=O)CC1
 : -1.6 | i
> Cc1ccc(CN2C(=O)c3ccccc3C2C(=O)NCC2CCCO2)cc1 (configuration not stated)
 : · | ?
> O=C(Nc1cccc([N+](=O)[O-])c1)Nc1ccc2c(c1)OCCO2
 : -8.9 | -14.9%
> COc1ccccc1C(=O)CN1C(=O)NC2(CCc3ccccc32)C1=O (configuration not stated)
 : · | ?
> O=C(CSc1nnc(-c2ccc(OC(F)F)cc2)o1)NC(=O)NCc1ccco1
 : · | ?
> CCCCC(=O)Oc1cc(C)[nH]c(=O)c1[N+](=O)[O-]
 : 9.8 | 0.1%
> COc1cccc(C2CC(c3cccs3)=NN2C(=O)CSc2nc3ccccc3s2)c1OC (configuration not stated)
 : · | ?
> CCCCNC(=S)N/N=C/c1ccccc1F
 : 0.5 | 14.4%
> Cc1cc(C)c(NC(=O)CNC(=O)[C@@H]2CCCN2C(=O)c2cccs2)c(C)c1
 : · | ?
> CC(=O)Nc1ccc(OC(=O)CC2SC(=O)NC2=O)cc1 (configuration not stated)
 : · | ?
> COc1ccccc1NC(=O)COC(=O)CCS(=O)(=O)c1ccc(C)cc1
 : · | ?
> Cc1nn(C(=O)c2ccc([N+](=O)[O-])cc2)c(C)c1Br
 : · | ?
> CCC1CN(S(=O)(=O)c2cc(-c3cc(C)no3)ccc2OC)c2cc(C)ccc2O1 (configuration not stated)
 : · | ?
> CNC(=O)c1cc2cc(OC)ccc2oc1=O
 : · | ?
> COc1cccc(/C=N/NC(=O)c2ccncc2)c1OC(=O)c1ccc(Br)cc1
 : 1.9 | i
> CCOC(=O)CCc1c(C)nc(SCc2ccc(C(=O)O)cc2)c(C#N)c1C
 : 8.4 | 22.5%
> CCCc1cc(=O)oc2c3c(cc(OCC(=O)N4CCC[C@H]4C(=O)O)c12)OC(C)(C)CC3
 : · | -0.8%
> COc1cc(/C=C2/C(=O)N(c3ccc(C)c(C)c3)N=C2C)cc([N+](=O)[O-])c1O
 : · | ?
> Cc1ccc(NC(=O)C2CCN(S(=O)(=O)c3cnc[nH]3)CC2)cc1C
 : · | 6.8%
> COCc1nnc(NC(=O)c2ccc(OC)cc2OC)s1
 : 0.0 | 6.5%

More structures follow:
Below each compound: S3 lipid droplet cell count max | S3 lipid droplet
> CCn1c2ccccc2c2cc(NC(=O)COc3ccccc3OC)ccc21
 : · | ?
> CCn1c(NCCO)nc2c(c1=O)C(C)(CC)Cc1ccccc1-2 (configuration not stated)
 : · | ?
> O=C(O)c1ccccc1C(=O)Nc1nccs1
 : -26.1 | -19.1%
> O=C(NNS(=O)(=O)c1ccc(F)cc1F)C1Cc2c(ccc3ccccc23)O1 (configuration not stated)
 : · | ?
> COC(=O)c1ccc(NC(=O)C2C3C=CC(C3)C2C(=O)O)cc1 (configuration not stated)
 : · | 4.0%
> O=[N+]([O-])c1ccc(C[n+]2cccc3c4ccccc4ccc32)cc1
 : -7.4 | -3.1%
> CN(/N=C/c1ccc(-c2ccc([N+](=O)[O-])cc2)o1)c1ccccc1
 : · | ?
> CCOC(=O)C(CC)Sc1nnc(COc2ccc(C)cc2)n1-c1ccccc1 (configuration not stated)
 : -12.9 | -2.7%
> COc1ccc(Cl)cc1NC(=O)C1COc2ccccc2O1 (configuration not stated)
 : 1.0 | 13.2%
> NCCN1CCN(S(=O)(=O)c2ccc([N+](=O)[O-])cc2)C=C1c1ccc(Cl)cc1
 : · | ?
> CC(=O)/C(=N/Nc1ccc(Br)cc1)N1CCCc2ccccc21
 : -24.8 | 8.2%
> CN(/N=C/c1ccc2c(c1)OCO2)c1nc(N2CCOCC2)nc(N2CCOCC2)n1
 : 7.8 | 3.7%
> CCCCCC(O)(CCCCC)C(=O)NNc1ccccc1
 : 6.7 | 14.6%
> COc1cccc(C(C(=O)NC(C)(C)C)N(C(=O)CCC(=O)Nc2cc(C)on2)C(C)(C)C)c1OC (configuration not stated)
 : 12.5 | -0.4%
> Cc1nn(-c2ccccc2)cc1C(=S)Nc1ccccc1
 : 13.2 | -0.2%
> CNc1ccccc1C(C)(C)c1cc(-c2cccc(OC)c2)no1
 : · | ?
> C=CCN(CC=C)C(=S)NC(=O)/C=C/c1ccccc1
 : · | ?
> O=C(NCC1CCCO1)c1cc(-c2ccccc2)nc2ccc(Br)cc12 (configuration not stated)
 : · | ?
> O=[N+]([O-])c1ccc2[nH]c3c(c2c1)CCCC3O (configuration not stated)
 : · | ?
> NC(=O)c1nsc(C(=O)N(c2ccccc2)C(C(=O)NCC2CCCO2)c2ccc3ncccc3c2)c1N (configuration not stated)
 : · | ?
> Cc1ncc(CSc2ccc(Cl)cc2)c(CO)c1O
 : 11.7 | 0.9%
> CSc1ccc(S(=O)(=O)N2CCCC2)cc1
 : -4.6 | 1.1%
> CCOc1ccc(S(=O)(=O)N2CCC(C(=O)NC3CCCC3)CC2)cc1
 : · | ?
> CC12CCC(=O)N1C(C(=O)Nc1nc(-c3cc(F)ccc3F)cs1)CS2 (configuration not stated)
 : · | ?
> CCn1cc(CNC(=O)C2CCC(=O)N(C3CCCCCC3)C2)cn1 (configuration not stated)
 : · | ?
> CCOC(=O)C1=C(CSc2nc3c(cc2C#N)CN(C)CC3)OC(N)=C(C#N)C1c1ccccc1 (configuration not stated)
 : 2.8 | 15.9%
> Cc1ccccc1NC(=O)COc1coc(CN2CCN(Cc3ccccc3)CC2)cc1=O
 : · | ?
> CC(C)NS(=O)(=O)c1ccc(OCC(=O)NC(C)c2ccccc2)cc1 (configuration not stated)
 : · | ?
> NC(=O)c1cc(NC(=O)CCNS(=O)(=O)c2cccc(C(F)(F)F)c2)cc(C(N)=O)c1
 : -2.5 | i
> C=CCn1c(SCC(=O)Nc2cccc(OC)c2)nnc1-c1cccnc1
 : · | i
> Cn1c(CNC(=O)CNS(=O)(=O)c2ccccc2)cc(=O)n(C)c1=O
 : · | ?
> CCOC(=O)C1CCN(C(=S)Nc2cccc(C)c2C)CC1
 : · | ?
> Cc1c(Cl)cccc1-n1c(-c2cccnc2)n[nH]c1=S
 : -2.8 | i
> COc1cccc(Nc2nc3ccccc3nc2-n2nc(C)cc2C)c1
 : 0.5 | 24.1%[9.22 µM]
> Cn1nc(C(=O)Nc2c(-c3ccccc3)nc3sccn23)c2ccccc2c1=O
 : · | ?
> O=C(CSc1ncn[nH]1)c1ccccc1
 : · | ?
> Cc1cc(=O)oc2cc(OCC(=O)OCc3nnc(-c4ccccc4)o3)ccc12
 : · | i
> O=C(NNC(=O)C1CC1)c1ccc(-c2ccccc2)cc1
 : · | ?
> Cc1onc(-c2ccccc2)c1C(=O)OCC(=O)Nc1ccc(Cl)cc1
 : · | ?
> O=C1C(NS(=O)(=O)c2cccs2)=C(N2CCOCC2)C(=O)c2ccccc21
 : -7.8 | -8.9%
> CCOc1ccc(NC(=O)CN(C)C(=O)c2ccccc2CCc2ccccc2)cc1OCC
 : · | ?
> CCc1ccc(C2=NN(CCC(=O)NC(C)c3ccc4c(c3)OCCO4)C(=O)CC2)cc1 (configuration not stated)
 : 13.8 | -1.8%
> O=C(COC(=O)c1nc(Cl)ccc1Cl)NCc1ccc(Cl)cc1Cl
 : · | ?
> Cc1cc(C(=O)N2CCCC(N3CCN(c4cccc(Cl)c4)CC3)C2)nn1C (configuration not stated)
 : -14.6 | i[0.369 µM]
> Cn1c(=O)n(CCC(=O)O)c2ccccc21
 : -19.4 | -15.1%
> Cc1ccc(NC(=O)/C=C/c2ccc(Cl)cc2)nc1
 : 11.4 | -1.7%
> CCN(CC)S(=O)(=O)c1cc(NC(=O)CO/N=C(\N)c2ccccc2Cl)ccc1C
 : · | ?
> COc1ccc2cnn(CCOc3ccccc3)c(=O)c2c1OC
 : -7.6 | 15.8%
> COC(=O)C1C(=O)C(C(=O)c2ccccc2)C(=O)CC1(C)C (configuration not stated)
 : · | ?
> COCCn1nnnc1C(C(C)C)N1CCN(C(=O)c2ccco2)CC1 (configuration not stated)
 : · | ?

Some of these compounds in order of molar mass, high to low:
Below each compound: S3 lipid droplet cell count max | S3 lipid droplet
> CCOc1ccc(NC(=O)CN(C)C(=O)c2ccccc2CCc2ccccc2)cc1OCC
 : · | ?
> CCN(CC)S(=O)(=O)c1cc(NC(=O)CO/N=C(\N)c2ccccc2Cl)ccc1C
 : · | ?
> O=C(COC(=O)c1nc(Cl)ccc1Cl)NCc1ccc(Cl)cc1Cl
 : · | ?
> Cn1nc(C(=O)Nc2c(-c3ccccc3)nc3sccn23)c2ccccc2c1=O
 : · | ?
> Cc1cc(=O)oc2cc(OCC(=O)OCc3nnc(-c4ccccc4)o3)ccc12
 : · | i
> COc1ccc2cnn(CCOc3ccccc3)c(=O)c2c1OC
 : -7.6 | 15.8%
